Compound activity from PubChem.
HTRA1 inhibitor: inhibitors of human serine peptidase HTRA1; Q92743; recombinant HTRA1, FP-rhodamine activity-based probe, fluorescence polarization; inhibition, % at 5.96 µM; 340,000 tested, 0.5% active; AID 504803; in the data active means inhibition above about 36%;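 further: 0% = enzyme with DMSO and 100% = wells lacking enzyme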
MBD2 DNA inh: blocks human MBD2 binding to methylated DNA. TR-FRET, MBD2 binding to methylated oligonucleotide. inhibition, % at 4.4 µM. AID 686964. 370,000 tested, 0.31% active; in the data active means inhibition above about 13%
Target sequence (Q9UBB5 whole entry, looked up): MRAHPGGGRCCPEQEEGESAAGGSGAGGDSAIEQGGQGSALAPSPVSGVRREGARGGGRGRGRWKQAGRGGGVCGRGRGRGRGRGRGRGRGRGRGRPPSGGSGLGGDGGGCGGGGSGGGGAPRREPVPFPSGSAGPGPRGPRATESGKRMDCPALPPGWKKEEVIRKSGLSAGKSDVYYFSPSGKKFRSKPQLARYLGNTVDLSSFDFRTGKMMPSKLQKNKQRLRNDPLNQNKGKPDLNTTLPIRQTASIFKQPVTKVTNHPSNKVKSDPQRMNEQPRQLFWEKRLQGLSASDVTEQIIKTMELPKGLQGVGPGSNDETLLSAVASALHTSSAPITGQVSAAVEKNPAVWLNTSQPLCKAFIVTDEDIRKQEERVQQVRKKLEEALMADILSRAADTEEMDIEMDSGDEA
ABHD4 inh: inhibits mouse alpha/beta hydrolase domain 4; purified mABHD4, FP-Rh probe fluorescence polarization; Q8VD66; 370,000 tested, 0.54% active; inhibition, % at 8.92 µM;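 active means inhibition exceeding the mean over every tested compound plus 3 SD, cut at about 30% in these data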;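 further: 0% = plate median of compound wells and 100% = S159A mutant with DMSO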
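Doses – 8.92 µM, single dose · Material – wild-type mouse ABHD4 protein · Replication – single well per compound (singlicate) · Measure – percent inhibition of probe binding, normalized to plate controls · Schedule – 45 min compound pre-incubation plus 60 min probe step, 25 °C · Detection – fluorescence polarization with parallel and perpendicular emission, 525/598 nm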
rCAG binder: binds r(CAG) RNA repeats. r(CAG) RNA repeat, TO-PRO-1 dye displacement fluorescence. inhibition, % at 3 µM. 370,000 tested, 1.3% active. AID 651821;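 active means inhibition above the plate cutoff, the mean of all test compounds on that plate plus 3 SD, cut at about 35% in these data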;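 further: 0% = DMSO alone and 100% = 100 µM mitoxantrone as full dye displacement; higher means more dye released from RNA so lower well fluorescence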
UHRF1 MBD2 ctr: blocks human UHRF1 binding to methylated DNA; Q96T88; UHRF1 binding to methylated oligo, TR-FRET; inhibition, % at 4.4 µM; 370,000 tested, 0.75% active; AID 687016; in the data active means inhibition above about 21%;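 further: UHRF1 SRA domain binding a hemimethylated CpG hairpin DNA probe; 0% = median of test compound wells and 100% = reference inhibitor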
Rev-erbA mod: modulators of human Rev-erb alpha DNA binding. 370,000 tested, 0.79% active. activity, % at 10 µM. Rev-erbα–FITC-DNA binding, fluorescence polarization, 90 min. P20393;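 active means activity above about 14%, limit read from the data; passing the limit was not always enough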;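 further: 0% = DMSO wells with 35 nM protein and 100% = DMSO wells with 750 nM protein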
Target sequence (P20393 whole entry, looked up): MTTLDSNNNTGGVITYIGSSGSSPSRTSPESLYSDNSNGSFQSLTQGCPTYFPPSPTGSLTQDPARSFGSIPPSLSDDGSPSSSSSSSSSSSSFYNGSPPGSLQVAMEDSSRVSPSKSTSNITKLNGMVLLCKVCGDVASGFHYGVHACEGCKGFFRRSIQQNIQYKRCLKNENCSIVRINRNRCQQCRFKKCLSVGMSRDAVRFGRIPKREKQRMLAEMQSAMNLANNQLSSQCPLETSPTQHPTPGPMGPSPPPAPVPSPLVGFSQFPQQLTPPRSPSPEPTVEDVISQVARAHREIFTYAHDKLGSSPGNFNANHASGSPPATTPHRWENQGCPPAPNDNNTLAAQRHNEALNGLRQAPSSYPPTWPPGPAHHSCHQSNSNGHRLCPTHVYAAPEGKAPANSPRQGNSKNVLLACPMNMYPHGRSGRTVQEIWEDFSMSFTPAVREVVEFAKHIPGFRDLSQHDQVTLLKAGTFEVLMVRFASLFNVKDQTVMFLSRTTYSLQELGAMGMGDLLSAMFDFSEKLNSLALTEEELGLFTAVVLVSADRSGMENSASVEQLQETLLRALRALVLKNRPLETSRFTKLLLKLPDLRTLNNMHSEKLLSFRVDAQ
TCR-CD3 inh: blocks the human TCR-CD3 interaction | TAMRA-labeled TCR probe fluorescence, biochemical | inhibition, % at 9.4 µM | 360,000 tested, 0.37% active | AID 651800; in the data active means inhibition above about 19%;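 further: recombinant mutant TCR 2C K166C tagged with TAMRA read by polarization; 0% = receptor in buffer alone and 100% = receptor with positive control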
PRMT1 FP inh: blocks human protein arginine methyltransferase 1. Q99873. recombinant PRMT1, activity-based probe fluorescence polarization. inhibition, % at 2.79 µM. 370,000 tested, 1.3% active;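 active means inhibition above about 21% made by adding two undisclosed values, limit read from the data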
PG9 binder: PG9 antibody binding by small molecule | TR-FRET gp120-PG9 antibody binding | inhibition, % at 6.7 µM | 360,000 tested, 0.43% active | AID 624416; in the data active means inhibition above about 8.5%
LEDGF integ inh: blocks HIV-1 LEDGF/p75-dependent DNA integration | TR-FRET IN-LEDGF/p75 DNA integration, Eu/Cy5 | inhibition, % at 3.7 µM | 370,000 tested, 0.64% active | AID 743269;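 active means inhibition above the screen-wide mean plus 3 SD, cut at about 13% in these data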;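 further: signal is the Cy5 over europium emission ratio at 671 and 618 nm; 0% = plate median of compound wells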
* marks the source's active call; other numbers are inactive results; . = no result given. A portion of the library, so the mix of outcomes need not match the whole.

SMILES	HTRA1 inhibitor	MBD2 DNA inh	ABHD4 inh	rCAG binder	UHRF1 MBD2 ctr	Rev-erbA mod	TCR-CD3 inh	PRMT1 FP inh	PG9 binder	LEDGF integ inh
COc1ccc(CN2CCCC(CNC(=O)c3ccc(F)cc3)C2)cc1OC (configuration not stated)	4	-1	-2	-3	-1	-1	7	-1	-0.8	5
COc1cccc(C(=O)NC2CCN(C(=O)N3CCCCC3)CC2)c1	4	3	3	-9	2	1	4	0	0.3	2
OCCN=C1CCCc2c1[nH]c1ccc(Cl)cc21	-5	-10	0	5	8	6	4	-1	0.7	-2
Cc1cc(F)ccc1NC(=O)C1CSC2(C)CCC(=O)N12 (configuration not stated)	1	0	0	0	2	4	2	4	-0.3	-4
COc1cccc2cc(C(=O)Nc3ccc(S(=O)(=O)NCC4CCCO4)cc3)c(=O)oc12 (configuration not stated)	2	2	-3	5	3	5	-7	2	6.8	-10
Cc1cc(N2CCCC2=O)ccc1S(=O)(=O)Nc1c(C)nn(C)c1C	1	3	0	0	3	6	0	-1	-1.3	1
CCN1C(=O)/C(=C\N2CCN(C)CC2)SC1=S	1	2	4	0	0	3	4	-2	-2.2	2
O=C(NCCF)[C@H]1C[C@@H]1[C@H](NP(=O)(c1ccccc1)c1ccccc1)c1ccccc1	3	2	6	-2	2	3	-5	-2	0.2	0
COc1ccc(NC(=O)c2ccc3nc(C)sc3c2)cc1	2	-1	1	1	-1	3	2	0	-1.4	0
Cc1ccc(C(=O)N/C(=C\c2ccc(-c3cc(Cl)ccc3Cl)o2)C(=O)NCc2cccnc2)cc1	-27	5	-8	9	0	2	-2	-1	-0.1	1
CCN1CCN(CCC(=O)Nc2cc(C)ccc2C)CC1	4	-3	-1	-1	-1	-4	-5	-2	-3.0	-2
CC(=O)Oc1ccc2c(c1)c(C(C)=O)c(C)n2C	6	4	2	0	3	0	-1	-1	0.5	0
Cc1cc(C)nc(SCC(=O)Nc2ncc(Cc3ccc(Cl)c(Cl)c3)s2)n1	-5	-2	3	0	3	4	0	3	1.8	3
CC(=O)Nc1cc(NC(C)=O)cc(C(=O)OC(C)C(=O)Nc2ccc(S(=O)(=O)N3CCCC3)cc2)c1 (configuration not stated)	-6	0	-4	16	-1	-2	1	-1	-0.1	-2
COc1ccc(C(CNC(=O)c2oc3ccc(Cl)cc3c2C)N2CCCCC2)cc1 (configuration not stated)	-15	-1	-1	0	0	-2	7	-3	-0.8	-1
CC(C)(C)NNC(=S)Nc1cccc(C(F)(F)F)c1	0	-7	-6	-2	-1	0	-8	-1	-2.7	5
CCOC(=O)c1c(-c2cccc(C)c2)csc1NC(=O)C1CC=CCC1C(=O)O (configuration not stated)	1	-1	-7	5	0	-4	-9	1	-0.3	5
O=C1CC(C(=O)N2CCN(S(=O)(=O)c3cccc(F)c3)CC2)CN1Cc1ccccc1Cl (configuration not stated)	-1	0	-1	-1	-2	7	-3	-2	-0.6	5
CCC1(C)SC(N)=NN1C(C)=O (configuration not stated)	-6	4	1	-3	0	-2	5	-5	-2.6	3
CCOC(=O)c1c(C)[nH]c(C(=O)/C(C#N)=C/c2ccc(OC(F)F)c(OC)c2)c1C	-7	0	-4	15	0	1	-8	2	1.9	-3
CCN(Cc1ccccc1)C(=O)CCc1nnc(CCCc2ccccc2)o1	-2	4	6	-11	0	2	2	-5	-0.5	3
COC(=O)c1cc(OC)c(OC)cc1NC(=O)c1cc(OC)cc(OC)c1	0	-6	-5	4	-3	5	1	-3	-0.2	-2
Cc1ccc(Cc2c(-c3cccc(Cl)c3)nc3c4ccccc4ccn23)cc1	.	4	-19	4	8	-1	-5	-1	-0.6	3
CCCCNC(=O)c1cn(CC)c2cc(N3CCN(C(=O)c4ccco4)CC3)c(F)cc2c1=O	-1	4	-4	0	3	15	6	-2	-0.8	-1
O=C(Cc1ccccc1)N1CCN=C1SCc1ccc([N+](=O)[O-])cc1	-6	1	3	5	2	1	3	1	-0.2	0
Cc1cc(C(=O)O)c(C)n1-c1ccccc1	4	2	4	-2	-1	3	-1	3	0.2	-2
COC(=O)COc1ccc(S(=O)(=O)Nc2ccc3c(c2)OCO3)cc1	2	1	-1	-2	1	-1	-1	3	0.9	3
CC(C)C(C)NC(=O)COn1nnc2ccc(S(=O)(=O)N3CCOCC3)cc21 (configuration not stated)	6	-4	3	1	-2	-8	11	-2	0.0	-1
O=C1CCCC2=C1C(c1ccccc1)C1C(=O)c3ccccc3C1=N2 (configuration not stated)	10	-21	25	3	-20	3	6	8	-13	0
COc1ccc(/C=N/NC(=O)c2ccc(COc3ccccc3Cl)o2)cc1	-19	0	-17	2	0	-2	-2	1	0.0	-1
CC(=O)NC(c1ccc(F)c(F)c1)c1nc(-c2ccccc2)cs1 (configuration not stated)	.	-4	-3	1	-3	-3	10	-2	0.2	-2
CC(C)C(=O)NN(C(=O)c1ccccc1)c1ccccc1	-3	7	-4	-4	6	-9	-5	4	0.5	-6
Cc1ccccc1Cn1nc(C)c(NC(=O)c2cc(CC(C)C)on2)c1C	0	1	2	-9	-2	1	0	0	0.9	-4
O=C(CCNS(=O)(=O)c1ccc(Cl)cc1)OCC(=O)c1ccc[nH]1	0	1	-8	-1	2	0	-5	-2	-1.3	4
C/C(=N\Nc1cc(N2CCOCC2)nc(C)n1)c1cccc([N+](=O)[O-])c1	-1	-3	8	1	5	.	-7	5	-0.7	-3
CC(=O)c1ccc(N2CCN(S(=O)(=O)c3ccc4c(c3)CC(=O)N4C)CC2)cc1	-3	1	3	17	-1	2	0	-3	-0.3	3
Cc1cnc(C(=O)N2CCN(S(=O)(=O)c3cc(C(F)(F)F)cc(C(F)(F)F)c3)CC2)cn1	-3	-2	1	0	-2	11	0	-4	-0.9	-3
Cc1ccc2nc(CCc3nc4ccc(C)cc4o3)oc2c1	-4	-6	8	-6	1	-6	2	-2	-1.3	-1
CCOC(=O)NCc1cc(-c2nn(C)c(=O)c3ccccc23)ccc1C	4	-4	1	-6	2	5	-1	1	2.0	7
CCOC(=O)c1c(S(=O)(=O)N2c3ccccc3CC2C)c(C)n(C)c1C (configuration not stated)	0	0	-7	-4	5	1	2	3	0.4	-2
Cc1ccc(CCNC(=O)c2cc(S(=O)(=O)N3CCCCC3)c[nH]2)cc1	-13	-5	-9	2	-1	-7	1	4	1.3	-3
CN1CCCN(C(=O)c2ccc(Cl)c(S(=O)(=O)N(C)c3ccccc3)c2)CC1	6	0	4	-4	0	1	4	0	-1.6	3
CSc1nc2nccc(-c3ccc(Oc4ccccc4)cc3)n2n1	-36	0	-24	1	2	6	5	-1	0.3	0
Cc1cc(C)n2nc(NCc3ccccc3)nc2n1	0	0	-3	-1	-1	-2	6	0	0.2	2
Cc1ccc2c(c1)C(O)(CC(=O)c1cccc(-n3cccc3)c1)C(=O)N2 (configuration not stated)	-37	-1	-10	2	2	-4	-5	4	-1.3	1
CN1CCN(CCCNC(=O)c2ccc(CS(=O)(=O)c3ccc(Br)cc3)o2)CC1	-2	0	-3	0	1	-5	-8	-1	-1.8	-4
O=C1CCCN1CCCNc1ccc2nnc(CCC(=O)N3CCN(c4ccccc4)CC3)n2n1	6	0	2	-5	-1	-6	-1	-5	-0.8	-1
C=CCn1c(SCc2ccccc2)nc(O)cc1=O	-13	0	-12	7	1	7	-2	2	1.5	-3
Cc1cc(C(=O)N2CCCC(C(=O)c3ccc(Oc4ccccc4)cc3)C2)n[nH]1 (configuration not stated)	-16	2	-5	-5	11	2	-4	-2	-1.0	0
Clc1ccc(-c2nnc(-c3cccc4ccccc34)o2)cc1	-10	2	-4	0	-1	4	0	-2	-0.7	4

More results follow.
SMILES	HTRA1 inhibitor	MBD2 DNA inh	ABHD4 inh	rCAG binder	UHRF1 MBD2 ctr	Rev-erbA mod	TCR-CD3 inh	PRMT1 FP inh	PG9 binder	LEDGF integ inh
O=C(CCn1c(=S)oc2ccccc21)Nc1ccc(F)cc1	3	2	1	0	-5	-10	4	-4	-2.7	4
CC(=O)Nc1ccc(S(=O)(=O)/N=C2\C(=O)c3ccccc3C([O-])=C2n2cc[n+](-c3ccccn3)c2)cc1	14	-4	17	9	44*	4	7	3	-1.3	5
O=C1O[C@@H]([C@H](O)CO)C(O)=C1O	-3	7	9	2	8	1	4	6	3.0	-1
COC(=O)CCC(=O)Nc1cccc([N+](=O)[O-])c1	2	1	-3	2	-1	-3	2	-3	1.6	-3
O=C(O)c1cccc(C(=O)c2cccc(C(=O)O)c2)c1	-6	1	-3	-3	-2	-3	13	0	-2.6	1
COCCN(CC(=O)NCc1ccc2c(c1)OCO2)C(=O)CCC(=O)Nc1nccs1	0	2	1	2	2	-3	-6	0	0.0	0
COC(=O)C1CN(Cc2cn(Cc3ccc(OC)cc3)nn2)CCS(=O)(=O)N1Cc1ccccc1 (configuration not stated)	.	3	6	3	15	-5	.	5	.	-2
CCCc1cc(=O)[nH]c(SCC(=O)N2CCN(c3ccc(F)cc3)CC2)n1	-1	-2	-7	2	1	-2	1	-1	-0.3	-2
CCCOc1ccc(NC(=O)CC2C(=O)N(C)C(=S)N2Cc2cccs2)cc1 (configuration not stated)	-17	1	-13	6	-1	9	3	-3	-0.3	-1
Cc1ccc(NC(=O)CCNS(=O)(=O)c2ccc3[nH]c(=O)oc3c2)cc1	-5	-2	2	3	2	3	3	1	-1.1	-1
O=[N+]([O-])c1cnccc1Nc1ccc(Cl)cc1	8	2	5	-3	-2	-1	4	1	-1.5	-2
COc1cccc(CNS(=O)(=O)c2c(C)nc3scc(C)n3c2=O)c1	7	-1	-1	-1	2	1	2	3	0.3	-5
NC(=O)c1nsc(C(=O)N(c2ccccc2)C(C(=O)NC2CCCC2)c2ccc3ncccc3c2)c1N (configuration not stated)	3	-3	-3	6	-2	2	1	-3	0.0	2
Cc1ccc(-c2nc(C3CCCN(S(=O)(=O)c4ccc(C(C)(C)C)cc4)C3)no2)cc1 (configuration not stated)	5	2	-1	3	-1	0	1	-1	1.1	-1
Cc1c(C(=O)NC2CCOC2)oc2c(F)cccc12 (configuration not stated)	0	4	3	-2	13	-2	1	-1	-1.0	3
CC(=O)Nc1ccc(S(=O)(=O)N2CCN(C(=O)C(=O)c3cccc(C(F)(F)F)c3)CC2)cc1	.	1	-13	3	1	-8	2	5	0.3	-2
COc1cccc(C2=NOC(C(=O)Nc3cc(C)nn3-c3ccccc3)C2)c1OC (configuration not stated)	-3	2	0	2	-1	8	-6	10	-1.3	-2
CN1CCCN(C(=O)c2ccc(Br)cc2)CC1	-1	0	3	3	2	0	2	-3	-2.1	-1
CCNC(=O)COc1ccc(/C=C2\COc3ccccc3C2=O)cc1OC	-5	-4	-3	-1	-2	2	4	2	0.1	2

Limited to rCAG binder, for 3 of the compounds above:
| SMILES | rCAG binder |
| --- | --- |
| Cc1ccc(-c2nc(C3CCCN(S(=O)(=O)c4ccc(C(C)(C)C)cc4)C3)no2)cc1 (configuration not stated) | 3 |
| Cc1c(C(=O)NC2CCOC2)oc2c(F)cccc12 (configuration not stated) | -2 |
| CC(=O)Nc1ccc(S(=O)(=O)N2CCN(C(=O)C(=O)c3cccc(C(F)(F)F)c3)CC2)cc1 | 3 |

An excerpt of these results, as a markdown table:
| compound | HTRA1 inhibitor | MBD2 DNA inh | ABHD4 inh | rCAG binder | UHRF1 MBD2 ctr | Rev-erbA mod | TCR-CD3 inh | PRMT1 FP inh | PG9 binder | LEDGF integ inh |
| --- | --- | --- | --- | --- | --- | --- | --- | --- | --- | --- |
| CC(=O)Nc1ccc(S(=O)(=O)N2CCN(C(=O)C(=O)c3cccc(C(F)(F)F)c3)CC2)cc1 | . | 1 | -13 | 3 | 1 | -8 | 2 | 5 | 0.3 | -2 |
| CN1CCCN(C(=O)c2ccc(Br)cc2)CC1 | -1 | 0 | 3 | 3 | 2 | 0 | 2 | -3 | -2.1 | -1 |
